GRP78 ERSR act = induces the endoplasmic reticulum stress response in human glioma cells. U87-MG GRP78 promoter luciferase reporter, 16 h. Potency, µM, without a hit: at the highest dose activation, usual class: activators. 420,000 compounds, 0.02% hits; also: potency is read from the fitted curve at half-maximal effect; series mostly up to about 76 µM; % of control where 0% means no effect; nearly all actives have a fitted effect of over 35% in size
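ERSR induction read as luciferase luminescence (Bright-Glo, 10 min at room temperature) in stably transfected human U87-MG glioma cells exposed to compounds for 16 h, using GRP78 as sensor.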
Vif-A3F inh = Vif-A3F binding inhibition. HeLa A3F-eYFP + Vif (tagged APOBEC3F with the HIV-1 protein that degrades it), YFP fluorescence increase. Potency, µM (series often up to 46.1 µM), without a hit: at the highest dose activity, negative = active. 390,000 compounds, 0.2% hits; also: potency is read from the fitted curve at half-maximal effect; % of control where 0% means no effect; nearly all actives have a fitted effect of over 65% in size
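HeLa cells stably expressing A3F-eYFP plus Vif, plated and incubated overnight at 37 deg C, then exposed to compounds overnight at 37 deg C. Blocked degradation read as raised yellow fluorescence (Ex 488/Em 500-530).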
Vif-APOBEC3G blk = blocks the Vif interaction with human APOBEC3G; HeLa A3G-eYFP + Vif (tagged APOBEC3G with the HIV-1 protein that degrades it), YFP fluorescence, overnight; Potency, µM (titrated, usually from 46.1 µM), for the others: at the top dose activity, negative = active, usual class: inhibitors; AID 602310; 410,000 compounds, 0.076% hits; Q9HC16;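 also: potency is read from the fitted curve at half-maximal effect; % is scaled to controls: 0 for no effect and ±100 for the full control effect; nearly all actives have a fitted effect of over 60% in size; hits raise eYFP signal because A3G escapes Vif-driven loss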
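Read-out is eYFP fluorescence (Ex 488/Em 500-530) from Vif-expressing HeLa A3G-eYFP cells; more signal means A3G escaped Vif-mediated degradation. Cells plated overnight, compound pinned in, incubated overnight at 37 deg C.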
rTrxR1 inhibitor = rat TrxR1 inhibition; O89049; recombinant rTrxR1, NADPH fluorescence consumption, selenite substrate; Potency, µM (top dose mostly 114 µM), without a hit: at the top dose activity change, negative = inhibition, usual class: inhibitors; 390,000 compounds, 1% hits; AID 588453; also: potency is read from the fitted curve at half-maximal effect; % is scaled to controls: 0 for no effect and ±100 for the full control effect; nearly all actives have a fitted effect of over 65% in size
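Rat TrxR1 (90 nM in the dispensed reagent) was pre-reduced with 400 uM NADPH for 5 min at room temperature, then incubated with compound for 15 min. After 400 uM selenite was added, NADPH fluorescence (Ex 340/Em 450 nm) was followed for 8 min.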
RGS4 inhibitor = inhibitors of human regulator of G protein signaling 4 | P49798 | Transcreener GDP fluorescence polarization, RGS4-accelerated GTP hydrolysis | Potency, µM (highest dose often 114 µM), for inactives: top-dose activity change, negative = inhibition, hits mostly inhibitors | 390,000 compounds, 0.039% hits; also: potency is read from the fitted curve at half-maximal effect; % is scaled to controls: 0 for no effect and ±100 for the full control effect; nearly all actives have a fitted effect of over 75% in size; some results filed as inactive show a strong effect at the top dose
Target sequence (P49798 whole entry, looked up): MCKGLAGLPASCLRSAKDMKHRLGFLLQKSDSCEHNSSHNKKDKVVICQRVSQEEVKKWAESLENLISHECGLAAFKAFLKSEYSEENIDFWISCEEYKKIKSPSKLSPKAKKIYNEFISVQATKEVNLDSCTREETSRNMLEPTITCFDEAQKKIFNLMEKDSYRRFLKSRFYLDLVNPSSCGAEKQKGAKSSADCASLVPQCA
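MLSMR compounds (23 nl, pin-transferred) preincubated 10 min at room temperature with a 500nM (2x) first reagent, then RGS4 at 900nM (2x) plus Transcreener GDP mix added; fluorescence polarization (620/688 nm) read before and after 90 min at 30 °C.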
TrxR1 substrate = substrates of rat thioredoxin reductase 1 | O89049 | purified TrxR1 substrate turnover, NADPH consumption readout | Potency, µM (series often up to 114 µM), without a hit: at the highest dose activity change, negative = substrate turnover | 390,000 compounds, 0.01% hits; also: potency is read from the fitted curve at half-maximal effect; % is scaled to controls: 0 for no effect and ±100 for the full control effect; nearly all actives have a fitted effect of over 50% in size
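Rat TrxR1, dispensed at 90 nM, was prereduced with 400 uM NADPH (final) for 5 min at ~22 deg C, then incubated with compound 15 min before 400 uM selenite. A first-read NADPH fluorescence drop versus no-compound background flagged substrates.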
LDHA block = inhibitors of human lactate dehydrogenase A | purified LDHA, NADH/diaphorase-resazurin fluorescence; hits give low values | P00338 | activity change, % (values are at about 110 or 230 µM) | 480,000 compounds, 0.15% hits | AID 1347041; in the data active = activity change below about -30%; inconclusive = mostly about -25% to -30%;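 also: plate controls were DMSO wells for no effect and wells without enzyme for full effect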
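Human LDH5 at 2 nM final in Tris HCl pH 7.4 with 0.06 mM NADH and 0.2 mM pyruvate, reacted 5 minutes at room temperature. Remaining NADH coupled via diaphorase/resazurin; resorufin fluorescence read at 0 and 20 minutes, normalized to enzyme-free and DMSO wells.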
mIDH1 inhibitor = inhibitors of human mutant IDH1 R132H; O75874; 390,000 compounds, 0.093% hits; Potency, µM (highest dose often 76.6 µM), for inactives: at the top dose activity change, negative = inhibition, usual class: inhibitors; IDH1-R132H enzyme, NADPH consumption, diaphorase/resazurin fluorescence; AID 602179; also: potency is read from the fitted curve at half-maximal effect; % is scaled to controls: 0 for no effect and ±100 for the full control effect; nearly all actives have a fitted effect of over 65% in size
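IDH1-R132H (0.5 ug/mL dispensed) in pH 7.5 Tris buffer was preincubated 30 min with compound, then given a substrate mix of 0.016 mM NADPH and 2 mM alpha-KG for 80 min at room temperature; remaining NADPH was read by diaphorase/resazurin fluorescence.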
USP1-UAF1 inh = USP1/UAF1 (human) deubiquitinase inhibition. Potency, µM (top dose mostly 57.1 µM), for inactives: top-dose activity change, negative = inhibition, actives largely listed as inhibitors. recombinant USP1/UAF1, Ub-Rhodamine cleavage fluorescence. O94782. 390,000 compounds, 0.23% hits; also: potency is read from the fitted curve at half-maximal effect; % is scaled to controls: 0 for no effect and ±100 for the full control effect; nearly all actives have a fitted effect of over 60% in size; inactives centre near -12
Target sequence (O94782 whole entry, looked up): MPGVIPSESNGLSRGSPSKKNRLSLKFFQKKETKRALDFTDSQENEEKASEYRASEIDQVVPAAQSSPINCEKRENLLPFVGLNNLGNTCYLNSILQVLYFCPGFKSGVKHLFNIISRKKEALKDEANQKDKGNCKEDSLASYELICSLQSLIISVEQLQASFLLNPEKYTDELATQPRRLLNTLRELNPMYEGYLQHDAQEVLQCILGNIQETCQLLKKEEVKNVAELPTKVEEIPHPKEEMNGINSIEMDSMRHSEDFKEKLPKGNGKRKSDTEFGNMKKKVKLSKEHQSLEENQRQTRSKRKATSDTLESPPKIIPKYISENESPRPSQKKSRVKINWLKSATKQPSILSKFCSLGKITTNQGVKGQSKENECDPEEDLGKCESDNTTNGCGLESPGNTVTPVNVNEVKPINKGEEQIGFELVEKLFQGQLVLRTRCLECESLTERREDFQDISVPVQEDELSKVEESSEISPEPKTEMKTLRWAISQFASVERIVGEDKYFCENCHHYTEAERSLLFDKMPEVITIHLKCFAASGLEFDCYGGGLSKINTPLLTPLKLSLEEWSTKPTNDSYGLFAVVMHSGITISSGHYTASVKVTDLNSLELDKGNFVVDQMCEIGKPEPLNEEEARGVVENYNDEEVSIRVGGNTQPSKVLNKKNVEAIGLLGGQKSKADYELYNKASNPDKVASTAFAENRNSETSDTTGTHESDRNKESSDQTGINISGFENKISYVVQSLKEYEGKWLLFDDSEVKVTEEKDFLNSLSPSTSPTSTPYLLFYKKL
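High-throughput fluorogenic screen: 1nM USP1/UAF1 complex, Ub-Rho substrate 150nM final, 50mM HEPES pH 7.8 with 0.5mM EDTA, 0.1 mg/ml BSA, 1mM TCEP and 0.01% Tween-20.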
Starred values were filed as active, the others as inactive; u = inconclusive; x = no result given; & = joins results of further samples; [ ] = remark or other dose. Unless noted, calls follow the shape of the dose curve; as a rule, active = well fitted curve in the direction sought with a large enough effect; inconclusive = small, poorly fitted or top-dose-only effect, or another doubt; inactive = no such curve, though single readings can be large; an effect the other way counts as inactive or inconclusive. This is a subset (hit frequency here may not be typical).

Below each SMILES: GRP78 ERSR act | Vif-A3F inh | Vif-APOBEC3G blk | rTrxR1 inhibitor | RGS4 inhibitor | TrxR1 substrate | LDHA block | mIDH1 inhibitor | USP1-UAF1 inh
Cc1cccc(OCCC(=O)Nc2ccc(F)c(Cl)c2)c1
→ -0.3% | -17.3% | -7.6% | 5.4% | -0.6% | -9.2% | -2.3 | -1.6% | -2.8%
CCOc1ccccc1NC(=O)N1CCCC1C(=O)NCc1cccs1 (stereo not given)
→ -4.5% | -5.7% | -0.4% | 10.0% | -0.5% | -0.2% | -6.2 | -0.4% | u
COc1ccc(NC(=O)CSc2nnc(C3CCCCC3)o2)c(OC)c1
→ -1.0% | 0.6% | 0.1% | 11.7% | 1.1% | -2.5% | 6.2 | 17.6% | -6.3%
CC(C)(C)NC(=O)c1ccc2nsnc2c1
→ -3.2% | -21.2% | -0.9% | 8.7% | -1.2% | -0.7% | -2.8 | 3.9% | 2.9%
Cc1ccc([N+](=O)[O-])cc1Nc1nc(N2CCOCC2)nc(N2CCOCC2)n1
→ -5.8% | 7.7% | 0.2% | 9.3% | 4.2% | -0.3% | -6.3 | 0.0% | -4.5%
C=CCNC(=O)C1CCN(c2ccc(S(=O)(=O)N3CCOCC3)cc2[N+](=O)[O-])CC1
→ 3.6% | -0.2% | -1.1% | -6.6% | -3.5% | -12.0% | -1.6 | 0.9% | -12.1%
C/C(CC(=O)Nc1ccc(Br)cc1)=N\NC(=O)Cc1csc(N)n1
→ -1.5% | -0.3% | 0.4% | -22.2% | 8.1% | 2.4% | -0.8 | 5.6% | -9.9%
CC(C)(C)CC(=O)OCC(=O)Nc1cc(C(C)(C)C)nn1-c1ccccc1
→ -3.0% | -0.1% | 3.4% | 11.2% | -38.0% | -5.5% | -6.9 | 3.2% | -11.8%
CCN(CC)S(=O)(=O)c1cc(C(=O)NC2=NCCS2)ccc1Cl
→ -2.4% | -6.5% | -0.7% | 10.4% | 5.8% | -2.7% | 3.5 | 8.4% | -15.8%
CN1CCSc2ccc(C(=O)NCc3ccccc3F)cc21
→ 4.3%&-0.6% | -9.6%&5.0% | -0.8%&1.8% | 61.0%[activator][57.1 µM] | -38.2%&-21.8% | 104.6%[activator][57.1 µM] | -4.8&0.3 | 11.3%&-4.4% | -16.5%&-19.5%
O=C1CC(c2c(F)cccc2Cl)C(n2cncn2)C(O)=C1C1NCCc2ccccc21 (stereo not given)
→ -4.2% | -0.3% | -0.3% | 28.5%[57.1 µM] | -16.4% | 9.4%[57.1 µM] | -4.5 | 9.3% | u
CCOC(=O)C(=O)N1CCC(C(=O)OCC)CC1
→ 5.4% | -10.4% | 0.6% | 12.8% | -1.1% | -10.7%[57.1 µM] | -2.8 | 5.2% | -4.9%
COc1ccc(NC(=O)C2=C(C)Nc3nc(SCc4ccccc4C)nn3C2c2cc(OC)c(O)c(OC)c2)cc1 (stereo not given)
→ -2.3% | -4.6% | -4.2% | 21.0% | -27.0% | 1.1% | 2.5 | -6.9% | -24.6%
Cc1ccccc1Cn1nc(C)c(NC(=O)/C=C/c2cnn(C)c2)c1C
→ -2.4% | -9.9% | -7.2% | -17.7% | 4.1% | -9.3% | 0.7 | -2.8% | 6.6%
CCc1ccc(NC(=S)N(CCCN2CCN(C)CC2)Cc2cccs2)cc1
→ -1.3% | 7.1% | -0.1% | 20.8%[57.1 µM] | 3.4% | 13.7%[57.1 µM] | -5.7 | 7.3% | -11.8%
Nc1ccc(Oc2ccc3c(c2)C(=O)NC3=O)cc1
→ -2.0% | -0.1% | 0.6% | 15.3% | 10.2% | -6.9% | 1.1 | 3.4% | -4.2%
CN(C)C(=O)COC(=O)/C=C/c1cn(-c2ccccc2)nc1-c1cccs1
→ 3.5% | 0.1% | -2.4% | 11.9% | -7.3% | 3.7%[57.1 µM] | -1.7 | 6.6% | -8.9%
N#Cc1cccc(NC(=O)CSc2cccc[n+]2[O-])c1
→ 0.6% | -21.9% | -2.5% | 12.7% | -1.1% | 3.6% | -2.4 | 5.3% | u
COc1ccc(B(O)O)cc1
→ 1.1% | x | -0.6% | -17.6% | 8.8% | -1.3% | -5.8&-14.1 | x | x
O=S(=O)(c1ccc(Cl)nc1)N1CCc2ccccc21
→ -4.5% | -8.4% | 3.5% | -21.0% | -1.2% | -8.9% | -3.3 | 23.7% | -4.8%
Cc1ccc(OCCC(=O)OCC(=O)NC2CCS(=O)(=O)C2)cc1 (stereo not given)
→ -5.3% | 8.2% | 3.1% | 8.0% | 21.9% | -7.6%[57.1 µM] | -0.6 | -1.1% | -8.0%
COc1ccc(NC(=O)C2CCCN(S(=O)(=O)c3ccc4c(c3)oc(=O)n4C)C2)c(OC)c1 (stereo not given)
→ -1.5%&-0.2% | 4.2%&-1.7% | 1.1%&0.9% | -1.1%&9.0% | 33.1%&9.6% | -6.3%&0.0% | -2.7&-4.9 | 7.9%&-5.7% | -8.1%&-19.6%
O=C(NCCCSc1ccccc1)c1cc(Br)ccc1O
→ -3.4% | 4.5% | 6.9% | 11.9% | -47.0% | 3.4% | 0.3 | 2.9% | -19.3%
CCCCCc1ccc(-c2ccc(/C=C/C(N)=O)cc2)nc1
→ -6.3% | -0.8% | 2.6% | -32.9% | 24.1% | 127.8%[activator] | -14.5 | -2.1% | 2.9%
CCc1cccc(C)c1NC(=O)CN1CCCN(Cc2ccc(C)cc2)S1(=O)=O
→ -3.4% | -1.0% | 5.0% | 16.6% | -13.5% | 3.4% | 0.2 | 0.0% | -8.9%
COc1ccc2c(c1)CCc1cc(C(=O)N3CCN(c4ccc(N5CCOCC5)nn4)CC3)sc1-2
→ -0.3% | 0.7% | 2.7% | 14.9% | -32.0% | 69.7%[activator] | 17.2 | 11.0% | -20.8%
CC(Sc1nc2ccccc2c(=O)n1CCc1ccc(S(N)(=O)=O)cc1)C(=O)NC(N)=O (stereo not given)
→ -0.2% | 6.8% | 1.0% | 3.1% | -14.4% | 1.5% | -18.6 | 1.0% | -3.4%
CC(C)c1ccc(NC(=O)[C@H](Cc2c[nH]c3ccccc23)NC(=O)[C@@H]2Cc3ccccc3CN2)cc1
→ 9.6% | -3.8% | -14.8% | 5.4% | -15.8% | 2.2% | -3.6 | -8.5% | -17.1%
CCC(C)NC(=O)c1ccc(CSCc2ccccc2Cl)o1 (stereo not given)
→ 8.9% | 16.0% | 3.0% | 5.9% | -0.5% | -1.1% | -7.9&-2.3 | 1.7% | -24.9%
Cc1ccc(CNC(=O)Cn2cnc3c(OCc4ccccc4)ncnc32)o1
→ -3.5% | -2.0% | -14.2% | 15.1% | 12.5% | 2.2% | -2.5 | 12.1% | -12.2%
CCOC(=O)c1ccccc1NC(=O)c1sc2ccccc2c1Cl
→ -0.8% | 2.0% | -3.0% | 16.4% | -1.8% | 8.3% | -4.3 | -1.1% | -17.1%
Cc1ccc(NC(=O)Cn2c(=O)n(Cc3ccccc3)c(=O)c3c(C)c(C(=O)N(C)C)sc32)c(C)c1
→ -3.3% | -1.0% | -2.9% | 8.9%[57.1 µM] | -1.4% | -0.8%[57.1 µM] | -2.2 | -17.3% | -34.2%
O=C1c2cccc3cccc(c23)C(=O)N1c1ccc2ncccc2c1
→ -6.1% | -4.9% | 2.5% | 1.9% | u | -0.4% | -12.8 | -1.6% | -25.9%
CCc1ccc2oc(C(=O)N(Cc3cccc(Cl)c3)Cc3ccco3)c(C)c2c1
→ -0.4% | 0.9% | -1.6% | 15.5% | 4.7% | 2.5% | 0.2 | -19.3% | -6.3%
NC(=O)COC(=O)c1cc(=O)[nH]c2ccccc12
→ -1.7% | -10.0% | -1.3% | 24.7% | 3.1%[11.4 µM] | 15.2% | -0.9 | 12.0% | -18.0%
COc1cccc(C(=O)Nc2cccc(C(=O)OCc3cc(=O)n4nc(C(C)C)sc4n3)c2)c1
→ -2.4% | -6.3% | 4.6% | 3.8%[57.1 µM] | -12.7% | 0.7%[57.1 µM] | -10.0 | -12.5% | -11.4%
Cc1ccc(NC(=O)c2cccc(S(=O)(=O)N3CCCCC3)c2)cc1
→ -3.9% | u | 1.2% | 21.4%[57.1 µM] | -1.4% | 13.5%[57.1 µM] | -7.3 | 1.0% | -24.6%
Cc1ccc(NC(=O)Cn2c(=O)n(-c3ccccc3)c(=O)c3c4c(sc32)CCCC4)cc1
→ 0.0% | u | -7.9% | 3.4% | 3.3% | -0.4% | 0.3 | 10.7% | -29.3%
NNC(=O)CCN1CCN(C(c2ccccc2)c2ccccc2)CC1
→ -3.3% | 1.1% | 0.0% | 2.8% | 2.9% | 0.3% | 2.0 | 0.0% | -19.8%
Cc1csc2nnc(N)n12
→ -2.7% | -7.6% | 1.2% | 9.9%[57.1 µM] | 6.1% | -4.7% | -5.5 | 2.6% | 3.0%
O=C(CSc1nnnn1-c1ccccc1)Nc1ccc(Cl)cn1
→ -9.0% | 1.1% | -4.4% | -5.9% | 12.1% | -6.2% | -2.2 | 9.2% | 4.7%

Bioassay records (PubChem BioAssay)
